TbMetRS inhib: blocks T. brucei methionyl-tRNA synthetase activity. purified T. brucei MetRS, ATP depletion, Kinase-Glo luminescence. AID 624268. 360,000 tested, 0.4% active. inhibition, % at 11.9 µM;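 active = inhibition above a per-plate cutoff of the control wells' mean inhibition plus 3 SD, cut at about 5.5% in these data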;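 also: 0% = DMSO wells median and 100% = median of wells with control inhibitor compound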
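Material: parasite MetRS enzyme / Replication: singlicate, one well per compound / Signal: luminescence of leftover ATP / Schedule: 2 h aminoacylation at 25 °C after 15 min preincubation / Medium: HEPES-MgCl2-KCl buffer plus DTT, spermine, BSA, pyrophosphatase / Doses: 11.9 µM single point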
CSN deneddyl inh: blocks human CSN-mediated cullin deneddylation. inhibition, % at 12.5 µM. Purified CSN, SCF-Nedd8-OG deneddylation, fluorescence polarization. 360,000 tested, 0.38% active;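 active = pattern-corrected inhibition above about 35%, with an unprinted fluorescence ratio check between 0.5 and 1.5, limit read from the data, passing the limit was not always enough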;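 also: 0% = enzyme with substrate and 100% = substrate without enzyme; some results filed as inactive read as strong as hits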
Target sequence (Q92905 whole entry, looked up, one chain of several): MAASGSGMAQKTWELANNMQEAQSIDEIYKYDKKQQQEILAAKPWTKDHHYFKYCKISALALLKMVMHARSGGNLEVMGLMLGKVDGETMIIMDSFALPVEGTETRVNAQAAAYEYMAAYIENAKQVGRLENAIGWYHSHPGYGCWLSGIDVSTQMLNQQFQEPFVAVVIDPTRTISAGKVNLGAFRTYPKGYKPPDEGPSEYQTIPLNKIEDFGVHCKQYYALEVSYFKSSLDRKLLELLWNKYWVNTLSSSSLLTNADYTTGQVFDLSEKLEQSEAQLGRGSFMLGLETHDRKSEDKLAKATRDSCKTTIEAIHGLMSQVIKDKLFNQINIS
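Detection – fluorescence polarization · System – HEK293T-derived human Csn5 enzyme · Controls – substrate-only high control, full reaction low control · Timing – 90 min, room temperature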
STEP block: blocks human striatal-enriched tyrosine phosphatase. P54829. recombinant STEP, OMFP fluorogenic substrate, fluorescence. inhibition, % at 20 µM. 360,000 tested, 0.25% active;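 active = inhibition at 20 µM, scaled per plate between control wells, above about 37%, limit read from the data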;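 also: 0% = DMSO with enzyme and substrate and 100% = substrate only without enzyme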
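Material: STEP (striatal-enriched tyrosine phosphatase) enzyme, cell-free | Medium: 50 mM Bis-Tris pH 6.0 with 2.5 mM DTT and 0.005% Tween 20 | Read-out: Percent inhibition scaled to no-enzyme and uninhibited-enzyme controls, plate-pattern corrected | Signal: Fluorescence read at 480 nm ex / 540 nm em | Times: 20 min reaction, room temperature, in the dark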
Rpn11 block: Rpn11 (human) deubiquitinase inhibition; calls only at 20 µM; 360,000 tested, 0.59% active; O00487; human 26S proteasome, Ub4-pepOG fluorescence polarization; 20S core pre-blocked with epoxomicin;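 active = inhibition at 20 µM, scaled to each plate's controls, above about 33%, limit read from the data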
NadD inh: inhibitors of Staphylococcus aureus NadD; purified NadD enzyme, colorimetric absorbance read-out; inhibition, % at 20 µM; 360,000 tested, 0.78% active; in the data active = inhibition above about 26%; also: some compounds past the cut are filed as inactive
MLLE-PAM2 inh: blocks PAM2 peptide binding to the PABP1 MLLE domain. inhibition, % at 20 µM. 360,000 tested, 0.36% active. P11940. GST-MLLE / FITC-PAM2 fluorescence polarization; in the data active = inhibition above about 35%, passing the limit was not always enough;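 also: plate controls were DMSO wells with GST-MLLE for no effect and wells lacking GST-MLLE protein for full effect; some results filed as inactive read as strong as hits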
SUMO1-SIM PPI: alters human SUMO1 binding to SIM partners; AID 602429; P63165; 360,000 tested, 0.33% active; inhibition, % at 20 µM; SUMO1 binding to a labelled peptide, TR-FRET, 1 h; in the data active = inhibition above about 37%
Target sequence (P63165 whole entry, looked up): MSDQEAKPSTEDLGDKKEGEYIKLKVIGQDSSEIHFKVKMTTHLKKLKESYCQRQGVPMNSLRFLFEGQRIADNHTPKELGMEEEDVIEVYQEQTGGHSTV
Scp-1 inhibitor: inhibitors of human Scp-1 phosphatase; Recombinant Scp1, phosphopeptide, malachite green phosphate absorbance; 340,000 tested, 0.88% active; Q9GZU7; inhibition, % at 20 µM;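 active = inhibition above about 50% at 20 µM, limit read from the data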;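 also: plate controls were DMSO wells with enzyme for no effect and wells lacking enzyme for full effect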
Target sequence (Q9GZU7 76-261 limits assumed): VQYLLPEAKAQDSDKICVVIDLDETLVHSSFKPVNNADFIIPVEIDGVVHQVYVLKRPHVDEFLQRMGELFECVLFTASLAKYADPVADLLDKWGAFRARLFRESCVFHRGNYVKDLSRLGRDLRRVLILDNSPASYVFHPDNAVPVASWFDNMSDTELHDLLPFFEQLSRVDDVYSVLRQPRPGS
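Incubation: 45 min enzyme reaction at room temperature / System: truncated SCP-1 phosphatase (76-261aa) / Reagent: Phospho 17-mer peptide substrate / Buffer or medium: Acidic Tris acetate buffer with magnesium and detergent / Signal: absorbance at 630 nm / Doses: one concentration, 20 µM, with 1.0% DMSO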
LMPTP block: LMPTP (human) inhibition | recombinant LMPTP-A, OMFP fluorogenic substrate, fluorescence intensity | inhibition, % at 20 µM | 360,000 tested, 0.22% active;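 active = compounds that cut the enzyme signal by at least half of the control window in the single-dose screen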;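 also: plate controls were DMSO wells with enzyme plus substrate for no effect and substrate without enzyme for full effect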
Target sequence (P24666 whole entry, looked up): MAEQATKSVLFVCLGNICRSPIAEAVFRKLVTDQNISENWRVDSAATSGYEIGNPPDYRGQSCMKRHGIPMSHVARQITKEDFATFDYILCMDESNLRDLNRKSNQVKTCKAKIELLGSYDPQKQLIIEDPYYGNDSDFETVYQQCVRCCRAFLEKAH
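Test system: LMPTP-A, protein tyrosine phosphatase of low molecular weight; Input: 0.625 nM enzyme; Incubation: 50 min dark incubation at room temperature; Signal: endpoint fluorescence intensity from OMFP dephosphorylation; Read-out basis: % inhibition versus control wells.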
DNMT1 block: blocks human DNA methyltransferase DNMT1; inhibition (reported as % activation of signal), % at 10 µM; 360,000 tested, 0.83% active; DNMT1 molecular beacon, Hinp1I cleavage, fluorescence; P26358; in the data active = inhibition above about 50%
Numbers without * were called inactive; i = inactive; . = not tested or not shown. Compounds were not picked by outcome; overall some 3.6% were active at least once.

smiles,TbMetRS inhib,CSN deneddyl inh,STEP block,Rpn11 block,NadD inh,MLLE-PAM2 inh,SUMO1-SIM PPI,Scp-1 inhibitor,LMPTP block,DNMT1 block
Cc1ccnc2c(N3C(=O)C4C5c6ccccc6C(c6ccccc65)C4C3=O)cccc12 (stereo not drawn),-1.0,6.1,2.5,i,2.9,-15.6,-1.3,6.3,1.9,-5.1
CCOC(=O)c1ccc(NC(=O)NC2CCN(CC(=O)NCc3ccc4c(c3)OCO4)CC2)cc1,-0.6,3.8,-0.9,i,2.4,-1.5,-1.0,-2.5,-1.1,-4.5
CCCOc1ccc(C2C(C#N)=C(N)Oc3nc[nH]c(=O)c32)cc1OC (stereo not drawn),-1.3,-1.0,0.1,i,4.3,-9.6,-0.6,2.5,5.6,1.1
NC(=O)C1CCN(c2ccnc3cc(Cl)ccc23)CC1,-0.4,2.4,-1.4,i,-0.2,2.9,0.4,1.7,-0.6,1.0
CC1(C)C=C2C(=NN(c3ccccc3)C(N)=C2C#N)CO1,0.3,0.5,0.4,i,2.9,-19.1,-6.6,-9.6,0.2,-10.8
CN(C)c1cccc(C(=O)NC2CCCc3ccccc32)c1 (stereo not drawn),0.2,2.5,1.1,i,-2.5,5.5,20.3,-0.8,-0.8,-1.6
O=C(NCc1ccco1)C1CCN(Cc2ccc(F)cc2)CC1,-0.3,-1.5,-1.1,i,-5.5,-6.0,0.7,-13.9,0.6,-3.4
Fc1ccc(-c2ccc3c(c2)C2CC3CCN2Cc2ccc3c(c2)OCO3)cc1 (stereo not drawn),0.4,4.1,1.6,i,0.1,8.6,7.6,4.1,0.2,5.5
CCOC(=O)c1c(NC(=O)CSc2nc3ccc(OC)cc3[nH]2)sc2c1CC(C)(C)NC2(C)C,-0.5,-2.0,4.9,i,-7.5,-56.0,9.4,-0.4,1.1,-2.3
COC(=O)c1ccc2nc(-c3cccc(Cl)c3)c(Cc3ccccc3OC)n2c1,-0.2,5.5,0.1,i,5.6,0.5,14.4,.,1.5,3.1
C=CCNC(=S)NNC(=O)c1ccc(OCC)cc1,-0.3,3.9,1.9,i,-4.5,-18.2,5.0,-7.7,-1.4,-3.4
CC(C)(Nc1ccccc1)C(=O)c1ccccc1,0.1,-0.6,-0.1,i,-1.8,4.6,0.2,-2.6,-1.1,0.3
CCN(CC)S(=O)(=O)c1csc(C(=O)NC2CCCCC2)c1,-0.5,3.9,-3.6,i,-4.0,-2.2,-0.3,-7.8,-1.2,1.3
COc1ccccc1NC(=O)c1ccc(NC(=O)c2ccc(=O)[nH]c2)cc1,0.1,-1.0,-1.3,i,3.2,-29.8,1.9,-5.7,-1.0,0.9
O=S(=O)(c1ccc2nnn(OCc3ccccc3)c2c1)N1CCOCC1,-0.1,-1.5,3.5,i,-0.8,-9.8,4.1,-5.7,-0.3,0.4
COc1ccc(S(=O)(=O)Nc2ccc(F)cc2F)cc1C(=O)N1CCOCC1,-0.4,4.0,0.7,i,7.6,-4.7,4.1,-3.1,-0.6,-1.2
CCOc1ccc(S(=O)(=O)n2ccnc2)c2ccccc12,-1.2,-4.1,-0.2,i,4.4,24.4,1.9,-0.2,-0.8,-0.3
Cc1cccc(NC(=O)CN(C)S(=O)(=O)c2ccc(Cl)cc2)n1,0.2,-0.9,0.2,i,-0.5,-15.7,1.2,-1.8,-2.2,0.2
COc1ccc(CSc2nncn2N)cc1[N+](=O)[O-],0.0,-8.0,-3.6,i,1.5,-5.4,-6.3,-5.7,-2.8,2.1
Cc1ccc(S(=O)(=O)N[C@@H](CO)C(=O)N[C@@H](Cc2ccc(O)cc2)C(=O)O)cc1,-1.1,-4.7,-0.9,i,-1.0,-2.5,8.5,-15.9,-0.8,-0.5
O=C(O)c1c2c(nc3ccc(S(=O)(=O)N4CCC(C(=O)NCc5ccccc5)CC4)cc13)CCCC2,-0.1,1.7,-3.7,i,1.8,31.9,3.5,.,-0.9,1.9
CCOC(=O)c1cnc(-n2nc(C)cc2C)nc1Nc1ccc(N(C)C)cc1,-0.6,-4.8,5.7,i,18.7,2.9,0.3,5.2,2.7,-11.9
CN1c2ccsc2C(=O)/C(=C\Nc2cccc(C(F)(F)F)c2)S1(=O)=O,0.0,-0.7,-1.6,i,-2.5,9.5,-12.2,-12.8,-0.5,-0.1
COc1ccccc1N1CCN(C2CCCN(C(=O)CN3CCCC3=O)C2)CC1 (stereo not drawn),-0.6,1.0,3.9,i,-6.7,3.2,0.2,-10.2,-0.4,1.3
O=C(CSCc1nc2ccccc2[nH]1)Nc1ccccc1,-0.7,-5.6,0.0,i,-1.4,14.8,-0.3,-7.7,0.7,2.5
C(#CCN1CCOCC1)COCCCOC(c1ccccc1)c1ccccc1,-0.6,0.7,9.7,i,-4.6,-2.6,0.5,-1.8,-0.3,0.1
O=C(NCCS(=O)(=O)NCc1ccc(F)cc1)c1ccc2c(c1)OCO2,0.1,0.2,0.1,i,-1.1,2.9,-0.4,-9.0,-0.3,0.0
COc1cccc(OCC(=O)Nc2c3c(nn2-c2ccc(F)cc2)CS(=O)(=O)C3)c1,-0.9,-2.5,-0.9,i,-0.8,-8.8,5.9,4.0,-1.0,3.0
CC(C)C(=O)Nc1cccc(NC(=O)CCN2C(=O)c3ccccc3S2(=O)=O)c1,-1.7,1.1,0.9,i,-1.9,-3.0,-2.7,-1.0,-1.2,7.7
CCN(CC)CCOC(=O)c1ccc(N/C=C(/C#N)c2nc(-c3cccc(OC)c3)cs2)cc1,0.1,-1.9,1.2,i,-4.9,14.5,0.4,14.1,0.1,-1.6
CCOc1ccc2nc(N/C(N)=N/C(=S)Nc3cccc(C)c3)nc(C)c2c1,-0.7,-2.2,4.9,i,18.7,23.4,-10.6,5.5,-5.8,-2.8
Cc1c(CN(C)C(=O)c2ccc(Br)o2)cnn1C,0.0,-3.7,-1.9,i,-0.8,9.8,0.9,-8.4,-0.8,3.3
Cn1c(SCCN2CCCC2)nnc1C1CCN(S(=O)(=O)c2cccc(F)c2)CC1,-0.5,-2.3,-2.4,i,-4.2,4.2,4.2,-3.1,-0.5,1.8
CCOC(=O)Cc1csc(NC(=O)CSc2nnnn2-c2ccc(CC)cc2)n1,-0.5,-0.3,-0.8,i,0.0,0.5,1.6,0.6,-1.4,-2.6
O=C(O)CCN1C(=O)/C(=C\c2cccc(Oc3ccccc3)c2)SC1=S,-0.1,16.9,9.5,i,17.4,15.9,5.6,-15.4,7.1,6.6
CC(O)c1nc2ccccc2n1C1CCCCC1 (stereo not drawn),-1.2,4.9,1.1,i,-5.8,-10.2,1.7,-7.7,0.4,1.7
CCc1cccc(C)c1NC(=O)Cn1nc(C)n2cccc2c1=O,-0.3,2.5,-1.1,i,1.7,9.9,1.8,-3.8,-0.9,-1.6
COCCCNC(=O)c1c[nH]c2ccc(S(=O)(=O)N3CCc4ccccc43)cc2c1=O,-0.7,1.5,1.3,i,-1.2,-1.6,2.3,0.6,0.1,-0.8
CCn1nnnc1NCc1ccc(Cl)cc1,0.3,4.4,-0.1,i,1.7,2.8,-2.0,-1.8,-0.2,2.1
CCN(CC)c1ccc(NC(=S)NC(=O)C2CCC2)cc1,-0.3,4.2,-0.2,i,-2.9,17.4,0.6,-10.5,0.7,-2.0
CC1=CC(=O)N(c2cccc(C(F)(F)F)c2)C1c1ccc(Cl)cc1 (stereo not drawn),-0.2,1.2,-0.9,i,-6.3,8.2,-1.9,-5.3,2.2,-5.9
Brc1ccc(Sc2cnc3ccccc3n2)cc1,-0.5,-1.6,3.0,i,-6.3,7.7,-24.6,-9.1,1.1,-3.6
NS(=O)(=O)c1ccc(NC(=O)COC(=O)C2CCCCC2)cc1,-0.8,-1.8,-3.2,i,3.8,-10.2,15.9,14.2,0.9,8.2
Cc1ccccc1C(=O)c1cccn1CC(=O)NC1CCCC(C)C1C (stereo not drawn),-0.3,-4.3,-0.2,i,-11.4,-3.1,1.2,-1.4,-1.2,-0.2
Cc1ccc(NC(=O)C2CC(=O)n3c(nc4ccccc43)N2)cc1Cl (stereo not drawn),0.1,0.3,6.9,i,-0.4,-9.3,-1.3,0.4,-0.1,16.3
CCOC(=O)N1CCN(c2cccc(C)c2C)CC1,-0.1,2.9,-1.3,i,-3.9,-0.2,-3.0,-7.4,-0.8,1.2
Cc1cc(=O)c(C(=O)O)nn1-c1ccccc1[N+](=O)[O-],-1.2,-2.6,-4.4,i,2.8,-1.9,-4.8,3.5,-0.3,4.7
C[C@@H](NC(=O)c1coc(=O)c(Br)c1)c1ccccc1,0.2,0.6,-1.3,i,-3.0,-26.2,-15.6,-2.2,0.2,0.5
CC(C)CNS(=O)(=O)c1cc(C(=O)O)c(Cl)cc1Cl,-0.3,0.8,0.3,i,-5.0,7.2,-0.7,2.5,-1.0,0.3
Cc1ccc(C(=O)NC(C)C2CCCO2)o1 (stereo not drawn),0.0,-0.1,1.9,i,4.1,1.4,2.5,-2.0,-1.5,3.0

The listing continues:
smiles,TbMetRS inhib,CSN deneddyl inh,STEP block,Rpn11 block,NadD inh,MLLE-PAM2 inh,SUMO1-SIM PPI,Scp-1 inhibitor,LMPTP block,DNMT1 block
CCn1cc(C(=O)NC2CCCC2)c(=O)c2cc(S(=O)(=O)N3CCOCC3)ccc21,0.3,-4.6,4.5,i,7.7,-2.1,-1.9,-7.9,-0.7,0.0
COC(=O)c1ccc(C(=O)OC)c(NC(=O)CSCC(=O)O)c1,-0.3,-0.8,1.0,i,-3.3,3.5,-4.2,-9.8,-2.2,1.8
CCCCOc1[nH]c2nc(-c3ccco3)n(Cc3ccco3)c(=N)c2c1C#N,-0.3,-24.5,-6.3,i,6.2,94.6,23.4,3.6,3.8,39.6
Cc1ccc(-c2cc(C(=O)NCCCN3CCOCC3)c3ccccc3n2)cc1C,-0.2,0.7,-0.6,i,-1.5,4.8,-8.6,-7.9,-1.9,0.6

Another view of some results above:
Every second line gives: TbMetRS inhib	CSN deneddyl inh	STEP block	Rpn11 block	NadD inh	MLLE-PAM2 inh	SUMO1-SIM PPI	Scp-1 inhibitor	LMPTP block	DNMT1 block
CCc1cccc(C)c1NC(=O)Cn1nc(C)n2cccc2c1=O
→ -0.3	2.5	-1.1	i	1.7	9.9	1.8	-3.8	-0.9	-1.6
C[C@@H](NC(=O)c1coc(=O)c(Br)c1)c1ccccc1
→ 0.2	0.6	-1.3	i	-3.0	-26.2	-15.6	-2.2	0.2	0.5

Assay outcomes deposited in PubChem BioAssay by several laboratories.
